D2 ag = D2 dopamine receptor (human) agonism; AID 485358; HEK293 T-REx D2 cells, calcium flux agonist mode; activation, % at 2 µM; 340,000 compounds, 0.53% hits;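 active = activation over 3 SD above normal in the single-dose calcium agonist read, cut at about 30% in these data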; also: 0% is about no effect
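Agonism scored from kinetic calcium signal (1 read/sec, 180 s) following compound pin transfer, after a 10 s baseline. Cells: HEK293 Trex line expressing inducible D2 receptor coupled to calcium, dye-loaded after overnight culture at 30 C.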
D2 antagonist = antagonizes the human D2 dopamine receptor. AID 485344. 340,000 compounds, 2% hits. inhibition, % at 10 µM. HEK293 TREx D2 cells, calcium flux, dopamine EC80; in the data active = inhibition above about 30%; also: 0% is about no effect
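Read-out: kinetic calcium fluorescence (1 cycle/s) in inducible HEK293 T-REx D2 cells after an EC80 dopamine addition that followed 180 s compound preincubation. Loss of the dopamine response indicates antagonism.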
TRHR enhancer = TRH receptor (human) allosteric enhancement; P34981; enhancement, % at 2 µM; 360,000 compounds, 0.66% hits; TRHR cells, fluo-8 calcium fluorescence, EC20 TRH enhancement; in the data active = enhancement above about 30%; also: 0% is about no effect
Target sequence (P34981 whole entry, looked up): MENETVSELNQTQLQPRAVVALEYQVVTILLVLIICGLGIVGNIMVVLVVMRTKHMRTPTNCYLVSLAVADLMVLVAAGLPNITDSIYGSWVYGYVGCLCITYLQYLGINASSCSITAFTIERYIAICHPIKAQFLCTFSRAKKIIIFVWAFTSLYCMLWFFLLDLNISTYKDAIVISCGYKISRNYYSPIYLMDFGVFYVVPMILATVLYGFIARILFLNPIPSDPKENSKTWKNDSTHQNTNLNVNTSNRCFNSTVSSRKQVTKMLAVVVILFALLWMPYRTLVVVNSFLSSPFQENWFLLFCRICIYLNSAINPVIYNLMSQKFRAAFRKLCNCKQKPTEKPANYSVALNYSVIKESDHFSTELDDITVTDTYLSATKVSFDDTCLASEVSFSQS
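Enhancer read-out: after compound pinning and an initial kinetic agonist-mode read, an EC20 of TRH (10 nM final) was injected and fluo-8 calcium signal (Ex 480/Em 530) followed at 1 s/cycle for 100 cycles in TRHR-expressing cells.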
USP1 inh = blocks the human USP1/UAF1 deubiquitinase complex; recombinant USP1/UAF1, Ub-Rhodamine cleavage fluorescence; Potency, µM (doses to about 57.1 µM), for inactives: at the top dose activity change, negative = inhibition, usual class: inhibitors; 390,000 compounds, 0.23% hits; also: potency is read from the fitted curve at half-maximal effect; % is scaled to controls: 0 for no effect and ±100 for the full control effect; nearly all actives have a fitted effect of over 60% in size; inactives centre near -12
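1 nM enzyme complex + cpd, 15 min RT; start with Ub-Rho 150nM final; kinetic fluorescence ex 480/em 540, 6 reads q60 s. Buffer 50mM HEPES pH 7.8, 0.5mM EDTA, 0.1 mg/ml BSA, 1mM TCEP, 0.01% Tween-20.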
IDH1 R132H inh = inhibitors of human mutant IDH1 R132H | O75874 | IDH1-R132H enzyme, NADPH consumption, diaphorase/resazurin fluorescence | Potency, µM (top dose mostly 76.6 µM), without a hit: top-dose activity change, negative = inhibition, most hits filed as inhibitors | 390,000 compounds, 0.093% hits | AID 602179; also: potency is read from the fitted curve at half-maximal effect; % is scaled to controls: 0 for no effect and ±100 for the full control effect; nearly all actives have a fitted effect of over 65% in size
Target sequence (O75874 whole entry R132H, stated change not applied): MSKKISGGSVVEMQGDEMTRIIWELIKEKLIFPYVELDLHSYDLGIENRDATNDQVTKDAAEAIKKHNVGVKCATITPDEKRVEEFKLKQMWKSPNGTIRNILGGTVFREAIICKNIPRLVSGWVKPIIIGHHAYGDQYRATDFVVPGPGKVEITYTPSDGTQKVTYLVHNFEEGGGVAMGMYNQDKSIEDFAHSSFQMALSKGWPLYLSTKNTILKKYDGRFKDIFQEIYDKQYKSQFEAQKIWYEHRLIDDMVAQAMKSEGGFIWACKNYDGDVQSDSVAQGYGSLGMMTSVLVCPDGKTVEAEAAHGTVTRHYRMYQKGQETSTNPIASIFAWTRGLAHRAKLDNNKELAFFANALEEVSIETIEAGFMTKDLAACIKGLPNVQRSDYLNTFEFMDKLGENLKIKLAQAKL
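IDH1-R132H (0.5 ug/mL dispensed) in pH 7.5 Tris buffer was preincubated 30 min with compound, then given a substrate mix of 0.016 mM NADPH and 2 mM alpha-KG for 80 min at room temperature; remaining NADPH was read by diaphorase/resazurin fluorescence.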
rTrxR1 inhibitor = inhibitors of rat thioredoxin reductase 1. O89049. recombinant rTrxR1, NADPH fluorescence consumption, selenite substrate. Potency, µM (titrated, usually from 114 µM), without a hit: top-dose activity change, negative = inhibition, usual class: inhibitors. 390,000 compounds, 1% hits. AID 588453; also: potency is read from the fitted curve at half-maximal effect; % is scaled to controls: 0 for no effect and ±100 for the full control effect; nearly all actives have a fitted effect of over 65% in size
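Rat TrxR1 (90 nM in the dispensed reagent) was pre-reduced with 400 uM NADPH for 5 min at room temperature, then incubated with compound for 15 min. After 400 uM selenite was added, NADPH fluorescence (Ex 340/Em 450 nm) was followed for 8 min.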
Pin1 inh = inhibitors of human Pin1; Q13526; Pin1 FP peptide displacement, HiFluor488, 10 min; Potency, µM (series often up to 115 µM), inactives show top-dose activity, negative = inhibition, usual class: inhibitors; 390,000 compounds, 0.009% hits; AID 504891; active = well fitted inhibition curve with a large enough effect in the polarisation, with a control signal flat, not every such curve was filed as active; inconclusive = small, poorly fitted or top-dose-only effect, or effect the other way, or a change in a side signal; inactive = no such curve, though single readings can be large or run the other way; the % refers to the polarisation; also: potency is read from the fitted curve at half-maximal effect; % is scaled to controls: 0 for no effect and ±100 for the full control effect
Target sequence (Q13526 whole entry, looked up): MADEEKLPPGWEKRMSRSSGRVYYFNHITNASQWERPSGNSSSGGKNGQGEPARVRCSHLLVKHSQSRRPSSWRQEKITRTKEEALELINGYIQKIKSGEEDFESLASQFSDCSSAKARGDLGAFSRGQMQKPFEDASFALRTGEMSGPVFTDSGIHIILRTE
TRHR agonist = activates the human TRH receptor. activation, % at 2 µM. TRHR cells, calcium flux fluo-8, FDSS agonist mode. 360,000 compounds, 0.18% hits; in the data active = activation above about 30%; also: 0% is about no effect
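TRHR-expressing cells loaded with fluo-8 calcium dye; 23 nL library compound pin-transferred, kinetic FDSS fluorescence (Ex 480/Em 530) recorded about 180 s for agonist-induced calcium release, before a 10 nM TRH EC20 addition for potentiator mode.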
TrxR1 substrate = rat thioredoxin reductase 1 substrate activity | purified TrxR1 substrate turnover, NADPH consumption readout | Potency, µM (highest dose often 114 µM), for inactives: top-dose activity change, negative = substrate turnover | 390,000 compounds, 0.01% hits | AID 588456; also: potency is read from the fitted curve at half-maximal effect; % is scaled to controls: 0 for no effect and ±100 for the full control effect; nearly all actives have a fitted effect of over 50% in size
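Rat TrxR1, dispensed at 90 nM, was prereduced with 400 uM NADPH (final) for 5 min at ~22 deg C, then incubated with compound 15 min before 400 uM selenite. A first-read NADPH fluorescence drop versus no-compound background flagged substrates.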
An asterisk follows results filed as active; ? = inconclusive; nt = not tested or not shown; [ ] = dose if it differs, or a comment. Unless noted, calls follow the shape of the dose curve; as a rule, active = well fitted inhibition curve with a large enough effect; inconclusive = small, poorly fitted or top-dose-only effect; inactive = no such curve, though single readings can be large or run the other way.

SMILES	D2 ag	D2 antagonist	TRHR enhancer	USP1 inh	IDH1 R132H inh	rTrxR1 inhibitor	Pin1 inh	TRHR agonist	TrxR1 substrate
COc1ccc(-c2cc(C#N)nc(NN)n2)cc1	-0.9	-9	5	1%	0%	-6%[57.1 µM]	1%	-1.4	1%[57.1 µM]
CCC(=O)N(C1=C(NC(C)C)C(=O)c2ccccc2C1=O)C(C)C	0.5	-2	-5	?	2%	21%	3%	0.7	-3%
O=c1c2sccc2[nH]c(=S)n1-c1ccccc1	0.8	6	0	-6%	-2%	-17%	-4%	0.0	0%
COC(=O)c1ccc(NC(=O)c2ccc3c(c2)C(=O)N(Cc2cccnc2)C3=O)cc1	-0.7	-3	1	-19%	9%	26%	-11%	-0.6	2%
O=C(NCCc1ccc(Cl)cc1)c1cc(S(=O)(=O)N2CCCCC2)c[nH]1	0.1	-23	3	-24%	0%	5%	?	-0.2	-1%
Cc1onc(C(=O)N2CCN(Cc3ccccc3)CC2)c1[N+](=O)[O-]	0.8	23	1	-20%	-6%	2%[57.1 µM]	-5%	-0.1	-1%[57.1 µM]
Cc1c(Cl)cccc1NC(=S)NC1CCN(C(C)C)CC1	nt	nt	1	-8%	-9%	23%	2%	0.0	9%
CCCNS(=O)(=O)c1cccc2cccnc12	1.5	3	-4	-26%	3%	13%	-1%	-0.1	3%
COC(=O)c1ccc(Cl)cc1NC(=O)Nc1nnc(N(C)C2CCCCC2)s1	1.1	nt	2	-26%	0%	15%	-9%	0.3	6%
O=[N+]([O-])c1cccc(-c2ccc(CN3CCCCC3)o2)c1	0.8	81*	9	1%	5%	-9%[57.1 µM]	-7%	-0.2	6%
CSc1ccc(-c2nc(CSCC(=O)NC3CC3)c(C)o2)cc1	-0.1	12	-9	-10%	8%	-17%	3%	-1.0	9%
CCN1C(=O)CCCc2ccccc21	-0.1	8	-3	-16%	1%	13%	-2%	0.7	1%
COc1cccc(Oc2c(C)oc3c(CN4CCCCC4)c(O)ccc3c2=O)c1	nt	nt	-1	-17%	-8%	45µM*	-1%	-1.1	498%[activator]
CCOC(=O)N1CCN(c2ncnc3scc(-c4ccc(Cl)cc4)c23)CC1	-2.9	10	-1	-9%	-1%	2%	11%	-0.6	-4%
COc1ccc(-c2ccc(CCC(=O)O)n2Cc2ccco2)cc1	-0.7	8	12	-7%	0%	21%[57.1 µM]	0%	-0.1	6%[57.1 µM]
CC(=O)N1CCN(S(=O)(=O)c2cccc(C(=O)NC3CCCc4ccccc43)c2)CC1 (configuration not stated)	nt	nt	0	-3%	5%	-7%	-4%	0.9	-12%
Cc1cc(N=Nc2ccccc2)c(NCC(O)C(O)C(O)CO)cc1C (configuration not stated)	0.4	5	2	-27%	-1%	10%	?	-0.5	-6%
CC1CCCC(C)N1C(=O)CSCc1ccc(Cl)cc1 (configuration not stated)	-0.1	4	9	-8%	10%	14%[57.1 µM]	0%	1.1	0%[57.1 µM]
O=C(Nc1cccc(Cl)c1)N1CCN(Cc2ccccc2)CC1	0.7	-11	2	-5%	-7%	6%	-1%	0.3	-2%
OC(CNC1CCCC1)COc1ccccc1Br (configuration not stated)	0.5	-11	8	4%	-1%	38%[activator]	-12%	-0.6	0%
Cc1ccc(C(=O)NCCc2ccccc2)cc1	-0.3	-2	2	2%	3%	24%	5%	0.0	-1%
CCC(=O)Nc1ccc(Cl)c(-c2nc3ncccc3o2)c1	1.5	-17	-2	-16%	0%	12%[2.29 µM]	0%	0.1	2%[57.1 µM]
CCCOc1cccc(C2/C(=C(\O)c3ccc4c(c3)OCCO4)C(=O)C(=O)N2CCCn2ccnc2)c1 (configuration not stated)	0.2	28	-2	-17%	14%	-6%	0%	-0.2	1%
Cc1c(Br)c([N+](=O)[O-])nn1CC(=O)c1ccccc1	-0.5	2	1	-20%	2%	15%	-4%	0.1	0%
Cc1ccccc1SCC(=O)OCC(=O)NCCNC(=O)COC(=O)CSc1ccccc1C	-0.9	-11	2	-16%	-10%	-4%[57.1 µM]	8%	0.3	-3%[57.1 µM]

Just TRHR agonist and D2 antagonist (seven entries from above):
Compound,TRHR agonist,D2 antagonist
O=C(NCCc1ccc(Cl)cc1)c1cc(S(=O)(=O)N2CCCCC2)c[nH]1,-0.2,-23
CCCNS(=O)(=O)c1cccc2cccnc12,-0.1,3
COc1ccc(-c2ccc(CCC(=O)O)n2Cc2ccco2)cc1,-0.1,8
Cc1ccccc1SCC(=O)OCC(=O)NCCNC(=O)COC(=O)CSc1ccccc1C,0.3,-11
COC(=O)c1ccc(NC(=O)c2ccc3c(c2)C(=O)N(Cc2cccnc2)C3=O)cc1,-0.6,-3
CCC(=O)N(C1=C(NC(C)C)C(=O)c2ccccc2C1=O)C(C)C,0.7,-2
CC1CCCC(C)N1C(=O)CSCc1ccc(Cl)cc1 (configuration not stated),1.1,4

Part of the list above, reformatted.
canonical_smiles: CC1CCCC(C)N1C(=O)CSCc1ccc(Cl)cc1 (configuration not stated)
  D2 ag = -0.1 | D2 antagonist = 4 | TRHR enhancer = 9 | USP1 inh = -8% | IDH1 R132H inh = 10% | rTrxR1 inhibitor = 14%[57.1 µM] | Pin1 inh = 0% | TRHR agonist = 1.1 | TrxR1 substrate = 0%[57.1 µM]

canonical_smiles: O=C(Nc1cccc(Cl)c1)N1CCN(Cc2ccccc2)CC1
  D2 ag = 0.7 | D2 antagonist = -11 | TRHR enhancer = 2 | USP1 inh = -5% | IDH1 R132H inh = -7% | rTrxR1 inhibitor = 6% | Pin1 inh = -1% | TRHR agonist = 0.3 | TrxR1 substrate = -2%

canonical_smiles: OC(CNC1CCCC1)COc1ccccc1Br (configuration not stated)
  D2 ag = 0.5 | D2 antagonist = -11 | TRHR enhancer = 8 | USP1 inh = 4% | IDH1 R132H inh = -1% | rTrxR1 inhibitor = 38%[activator] | Pin1 inh = -12% | TRHR agonist = -0.6 | TrxR1 substrate = 0%

canonical_smiles: Cc1ccc(C(=O)NCCc2ccccc2)cc1
  D2 ag = -0.3 | D2 antagonist = -2 | TRHR enhancer = 2 | USP1 inh = 2% | IDH1 R132H inh = 3% | rTrxR1 inhibitor = 24% | Pin1 inh = 5% | TRHR agonist = 0.0 | TrxR1 substrate = -1%

Continuation:
SMILES	D2 ag	D2 antagonist	TRHR enhancer	USP1 inh	IDH1 R132H inh	rTrxR1 inhibitor	Pin1 inh	TRHR agonist	TrxR1 substrate
Cc1ccc(NC(=O)c2cc(N3C(=O)CCC3=O)ccc2N2CCOCC2)cc1	-0.2	-12	3	-17%	6%	-14%	-10%	0.5	-18%[57.1 µM]
CCOc1ccc(N(CC)S(=O)(=O)N2CCCC(C(=O)NCc3ccc(SC)cc3)C2)cc1 (configuration not stated)	0.5	nt	-5	-9%	-6%	8%	2%	0.1	-13%
Cc1oc2nc(SCC(=O)NCc3cccnc3)nc(N)c2c1C	0.6	-7	7	-14%	6%	-4%	4%	-0.3	6%
O=C(NCCCOC(=O)c1ccccc1)c1ccccc1	nt	nt	nt	2%	3%	-3%[57.1 µM]	-3%	nt	-3%[57.1 µM]
CCOC(=O)COc1ccc(N)cc1CC(NC(C)=O)(C(=O)OCC)C(=O)OCC	-0.2	11	27	-3%	0%	18%	-1%	0.6	9%
Cc1ccc2[nH]c3c(N4CCc5ccccc5C4)ncnc3c2c1	0.2	11	6	-30%	5%	-2%	15%	-0.5	12%
COC(=O)C1(C(=O)OC)C(C(=O)c2ccccc2)C1c1ccccc1 (configuration not stated)	nt	nt	nt	-5%	6%	-16%	3%	nt	-19%
CCOc1ccc(NC(=O)CN2C(=O)C3(SCC(=O)N3c3ccc(F)cc3)c3ccccc32)cc1 (configuration not stated)	0.4	nt	-17	-30%	-5%	16%	5%	0.5	-5%
Cc1ccc2[nH]c(=O)c3cc(C(=O)N(C)c4ccc(Br)cc4)sc3c2c1	nt	nt	-1	?	9%	17%	1%	0.3	8%
C/C(=N/NC(=O)CNS(=O)(=O)c1ccc(C)cc1)c1cccc([N+](=O)[O-])c1	nt	nt	0	-13%	-1%	-2%	3%	0.2	-5%
COC(=O)[C@@]12CCCCN1[C@H](c1ccc(SC3CCCCC3)cc1)[C@@H]1C(=O)N(C)C(=O)[C@@H]12	4.5	8	1	-17%	3%	2%	-1%	0.9	3%
CCN1/C(=C\C(C)=O)Sc2ccc(OC)cc21	-0.1	-9	-5	0%	-1%	2%[57.1 µM]	3%	-0.5	-1%[57.1 µM]
COc1ccc(OC)c(NC(=O)CCN2CCCCCC2)c1	-0.4	-17	-4	-8%	5%	5%[57.1 µM]	6%	0.1	5%[57.1 µM]
CCCCCCCCCOC(=O)C(CC(=O)O)N1CCOCC1 (configuration not stated)	0.3	-15	-3	-5%	5%	3%	8%	0.8	-1%
C=CCNC(=O)CSc1nnc(-c2ccccc2Cl)n1-c1c(C)n(C)n(-c2ccccc2)c1=O	1.9	1	5	-7%	0%	18%	-1%	0.3	1%

Source: PubChem

These rows are one share of the data; rates above refer to the full screens.
